Screens from PubChem BioAssay.
L3MBTL1 block – inhibitors of human L3MBTL1 | Q9Y468 | AlphaScreen L3MBTL1–H3K9me1 peptide binding | Potency, µM (highest dose often 57.1 µM), for the others: top-dose activity, negative = inhibition, actives largely listed as inhibitors | 230,000 tested, 0.66% active; also: nearly all actives have a fitted effect of over 60% in size
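L3MBTL1 (50 nM) pre-complexed 30 min with biotinylated H3(1-15)K9me1 peptide (75 nM), then compounds added for 30 min at room temperature; AlphaScreen streptavidin donor/nickel chelate acceptor beads (10 ug/mL final) read after 30 min dark incubation.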
TRb-SRC2 inh – disrupts binding of human TR beta to SRC2 | AID 1469 | 280,000 tested, 0.065% active | TRbeta-SRC2 peptide binding, fluorescence polarization; receptor liganded with 1 µM T3 | Potency, µM (top dose mostly 106 µM), without a hit: top-dose activity change, negative = inhibition, hits mostly inhibitors;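 also: plate controls were bound peptide for no effect and peptide without receptor for full effect; nearly all actives have a fitted effect of over 50% in size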
Target sequence (P10828 whole entry, looked up): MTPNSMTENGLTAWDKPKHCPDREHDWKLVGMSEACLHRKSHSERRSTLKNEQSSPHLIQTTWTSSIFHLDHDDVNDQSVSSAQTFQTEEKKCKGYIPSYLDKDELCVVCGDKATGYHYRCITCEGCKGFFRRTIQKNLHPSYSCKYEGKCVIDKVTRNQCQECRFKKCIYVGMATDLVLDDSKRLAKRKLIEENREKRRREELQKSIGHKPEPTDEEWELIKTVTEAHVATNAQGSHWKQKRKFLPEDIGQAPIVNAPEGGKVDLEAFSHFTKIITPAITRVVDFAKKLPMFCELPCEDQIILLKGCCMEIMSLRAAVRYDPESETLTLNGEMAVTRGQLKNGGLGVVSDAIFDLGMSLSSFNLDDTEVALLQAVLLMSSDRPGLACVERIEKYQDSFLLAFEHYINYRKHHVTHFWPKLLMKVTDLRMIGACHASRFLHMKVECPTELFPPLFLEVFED
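Human TRb LBD (0.6 uM) plus Texas Red-labeled SRC2 peptide (20 nM), 1uM T3, 5% DMSO, 5 hr at ambient temperature. Decreased polarization (555/632 nm) flags inhibition; data normalized to free and bound peptide controls.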
RECQ1 helicase – inhibitors of human RECQ1 DNA helicase | AID 2549 | Potency, µM (doses to about 57.3 µM), for inactives: top-dose activity, negative = inhibition, actives largely listed as inhibitors | RECQ1 DNA unwinding, red fluorescence kinetic read | 240,000 tested, 0.54% active;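 also: plate controls were vehicle for no effect and no enzyme for full effect; nearly all actives have a fitted effect of over 30% in size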
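50 nM RECQ1T1 preincubated 15 min with compound in Tris pH 8.0 buffer with MgCl2, DTT, Tween-20 and 2.5 ug/ml poly(dI-dC); started with 200 nM TAMRA/BHQ-2 forked duplex and 2 mM ATP. Unwinding read as fluorescence (525/598 nm), two reads 2 h apart.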
GoLoco inh red – RGS12 GoLoco-Gai1 interaction inhibition; P63096; Gai1:RGS12 GoLoco peptide FP, rhodamine, 10 min; Potency, µM (doses to about 61.6 µM), for inactives: at the top dose activity, negative = inhibition, hits mostly inhibitors; 230,000 tested, 0.44% active; active = well fitted inhibition curve with a large enough effect, not every such curve was filed as active; inactive = no such curve, though single readings can be large or run the other way; also: nearly all actives have a fitted effect of over 30% in size; many of its hits are not listed in these tables
TR SRC2 fluor cs – Texas Red fluorescence interference in TRb-SRC2 counter-screen | 280,000 tested, 0.29% active | TRb/SRC2 Texas Red total fluorescence interference | Potency, µM (series often up to 106 µM), inactives show at the highest dose fluorescence change, negative = quenching; active = well fitted curve in either direction with a large enough effect; inconclusive = small, poorly fitted or top-dose-only effect
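Flags fluorescent or light-absorbing compounds by total fluorescence, S + 2P, at 555 nm excitation and 632 nm emission. Mixture: 20 nM Texas Red SRC2 peptide, 0.6 uM human TRb LBD, 1 uM T3, 5% DMSO; compound exposure 5 h at ambient temperature.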
KDM4E inh – inhibitors of human JMJD2E histone demethylase. B2RXH2. JMJD2E catalytic domain, FDH-coupled NADH fluorescence (FDH is formaldehyde dehydrogenase). Potency, µM (series often up to 57.1 µM), without a hit: at the top dose activity change, negative = inhibition, actives largely listed as inhibitors. 230,000 tested, 1.6% active; active = well fitted inhibition curve with a large enough effect, not every such curve was filed as active; inconclusive = small, poorly fitted or top-dose-only effect, or another doubt; inactive = no such curve, though single readings can be large or run the other way;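 also: 0% = wells with enzyme and -100% = buffer wells without enzyme; nearly all actives have a fitted effect of over 50% in size; many of its hits are not listed in these tables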
Target sequence (B2RXH2 1-337 limits assumed): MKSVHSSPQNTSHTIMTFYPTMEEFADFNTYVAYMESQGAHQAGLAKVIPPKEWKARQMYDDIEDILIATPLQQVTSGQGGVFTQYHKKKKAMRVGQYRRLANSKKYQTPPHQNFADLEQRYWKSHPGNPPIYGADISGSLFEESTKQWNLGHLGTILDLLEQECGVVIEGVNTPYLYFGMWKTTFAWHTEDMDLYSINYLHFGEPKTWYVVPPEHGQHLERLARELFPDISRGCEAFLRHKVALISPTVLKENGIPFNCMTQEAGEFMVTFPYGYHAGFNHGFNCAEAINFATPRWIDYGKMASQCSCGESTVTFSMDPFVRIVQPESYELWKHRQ
Tau FP inhib – tau fibrillization inhibition (FP) | P10636 | K18 P301L tau heparin fibrillization, Alexa594 FP, 6 h | Potency, µM (doses to about 57.7 µM), without a hit: top-dose activity, negative = inhibition, hits mostly inhibitors | 280,000 tested, 0.39% active; also: nearly all actives have a fitted effect of over 55% in size
Target sequence (P10636 561-689 P618L limits assumed): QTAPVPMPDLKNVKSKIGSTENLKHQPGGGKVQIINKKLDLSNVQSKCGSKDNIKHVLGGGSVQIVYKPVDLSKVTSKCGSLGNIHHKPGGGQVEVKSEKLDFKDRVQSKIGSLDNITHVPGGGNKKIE
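FP of Alexa 594-tau after heparin (20 uM) induction. Substrate: human K18 P301L, 15 uM unlabeled, 0.24 uM labeled. Buffer 100 mM sodium acetate pH 7. 6 hr, 37 C.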
Tau fibril ThT – blocks human tau fibril formation measured by thioflavin T | P10636 | recombinant tau K18 P301L (four-repeat tau fragment), heparin-induced fibrillization, ThT fluorescence | Potency, µM (series often up to 57.4 µM), inactives show top-dose activity, negative = inhibition, most hits filed as inhibitors | 270,000 tested, 2.1% active | AID 1460; also: nearly all actives have a fitted effect of over 55% in size
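Recombinant human tau K18 fragment […] carrying P301L, 15 uM unlabeled plus 0.24 uM Alexa 594-labeled, was fibrillized with 20 uM heparin in 100 mM sodium acetate pH 7 for 6 hr at 37 C; 30 uM ThT fluorescence read after 1 hr.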
* hit, by the source's call; i = inactive; ? = inconclusive; nt = not tested or not shown; & = joins results of further samples; [ ] = dose if it differs, or a comment. Unless noted, calls follow the shape of the dose curve; as a rule, active = well fitted curve in the direction sought with a large enough effect; inconclusive = small, poorly fitted or top-dose-only effect, or another doubt; inactive = no such curve, though single readings can be large; an effect the other way counts as inactive or inconclusive. Unless noted, % is scaled to controls: 0 for no effect and ±100 for the full control effect; potency is read from the fitted curve at half-maximal effect. This is a subset; rates above refer to the full screens.

molecule,KDM4E inh,Tau FP inhib,RECQ1 helicase,GoLoco inh red,TR SRC2 fluor cs,L3MBTL1 block,Tau fibril ThT,TRb-SRC2 inh
CCN1CCN(Cc2ccc(NC(=O)c3ccc(C)c(NC(=O)C(=O)c4c[nH]c5ccccc45)c3)cc2C(F)(F)F)CC1,-28%,?,i,9%,-5%,-16%,-14%,-8%
COCCN(CCOC)C(=S)Nc1cc(S(=O)(=O)N(C)C)ccc1C,1%,4%,-2%,-3%,0%,-10%,4%,-10%
Clc1cccc(N2CCN(c3ncnc4nc[nH]c34)CC2)c1,8%,7%,-9%,6%,-1%,8%,?,-1%
CC12CC(NC(=O)N1CCc1ccccc1)c1ccccc1O2 (centres undefined),1%,3%,i,0%,1%,8%,-6%,-6%
COC(=O)Cn1c2c(c3cc(C)ccc31)CCCC2NC(C)c1ccccc1 (centres undefined),-5%,-2%,-8%,4%,-1%,-5%,-10%,4%
COc1ccc(OC)c(CCNC(=O)CCCn2c(=O)c3cccn3c3cccnc32)c1,nt,5%,nt,nt,0%,nt,-6%,-1%
Cn1cc(C(=O)O)c(=O)c2cc(S(=O)(=O)N3CCCCC3)ccc21,nt,-9%,nt,nt,-3%,nt,6%,-1%
O=C(Nc1ccc(Cl)cn1)c1cnn2cccnc12,4%,3%,3%,6%,2%,nt,2%,-8%
C1=C(CCNc2ncnc3nc[nH]c23)CCCC1,-5%,6%,-1%,-11%,0%,?,-6%,-5%
O=C(NCc1ccccc1)C1=C[C@@H](C2CC2)C[C@@H](OCc2ccc(CO)cc2)O1,10%,5%,9%,-3%,1%,7%,-4%,-4%
CC1=[N+](C)N(c2ccccc2)C(=O)C1N=C/C=C/c1ccccc1 (centres undefined),-4%,-5%,-6%,11%,-3%,0%,-11%,-4%
O=C(/C=C/c1cccc([N+](=O)[O-])c1)Nc1cccc(NC(=O)c2ccco2)c1,-8%,0%,-10%,-1%,-11%,-7%,?,-6%
COc1ccc(NC(=S)N2CCN(C(=O)c3ccco3)CC2)c(OC)c1,3%,4%,-4%,3%,1%,-8%,-4%,5%
COc1cccc(N(C(=O)c2ccco2)C(C(=O)NC2CCCC2)c2cccnc2)c1 (centres undefined),1%,-7%,7%,-16%,-12%,27%,2%,-2%
COC(=O)c1ccc(COc2cccc(OC)c2)o1,-1%,-3%,-1%,-4%,1%,13%[11.4 µM],-3%,4%
C=CC(C)Sc1nc2c(c(=O)n(C)c(=O)n2C)n1Cc1ccccc1Cl (centres undefined),-7%,2%,i,-1%,-4%,-2%,-12%,-10%
CCn1nc2cc(C(=O)NCC34CC5CC(CC(C5)C3)C4)ccc2c1OC,2%,6%,1%,-15%,0%,-27%,-8%,-5%
COc1ccc(S(=O)(=O)Nc2ccc(O)c(Sc3nc4ccccc4s3)c2)cc1,-18%,-7%&6%,-11%,-5%,-1%&-3%,-12%,-12%&-11%,-4%&-6%
Cc1ccc(N2C(=O)c3n[nH]c(C)c3C2c2ccccn2)cc1 (centres undefined),0%,1%,18%,2%,2%,2%,2%,-14%
O=C(O)C1CCCN(S(=O)(=O)c2ccc(Br)s2)C1 (centres undefined),7%,-7%,9%,-1%,-2%,11%,-3%,0%
CCOC(=O)c1ccc2c(c1)sc1nc(-c3ccc(OCC)cc3)cn12,nt,2%,nt,nt,-18%,nt,?,6%
CC(=O)NC1C(OCCOc2ccc(Cl)cc2Cl)OC(COC(C)=O)C(OC(C)=O)C1OC(C)=O (centres undefined),12%,?,6%,6%,-3%,-2%,-8%,-5%
COc1ccc(OC)c(NC(=O)Cc2coc3ccc4ccccc4c23)c1,-7%,2%,i,13%,0%,nt,?,-5%
COc1ccc(/C=C/C(=O)Nc2ccccc2C(=O)N2CCCC2)cc1,-8%,3%,i,1%,1%,1%,3%,-6%
CC(=O)NC(NC(=S)Nc1ccccc1Br)C(Cl)(Cl)Cl (centres undefined),-3%,2%,0%,-3%,-2%,nt,-5%,-6%
C/C(=N\NC(=O)c1ccncc1)c1cc2ccccc2oc1=O,14µM*,0%,-4%,2%,-6%,-5%,?,9%
CCOC(=O)N/N=C(\C)c1ccccc1OC(F)F,-7%,0%,-13%,-8%,1%,1%,0%,1%
O=C(NCCCN1CCCC1=O)c1ccc(Cl)c(NS(=O)(=O)c2ccc(F)cc2)c1,?,-5%,-10%,11%,1%,-3%,-1%,-27%
S=c1[nH]nc(-c2cccc(Cl)c2)n1CCN1CCCCC1,6%,9%,-11%,2%,0%,0%,-4%,1%
O=C(N/N=C/c1ccc([N+](=O)[O-])s1)c1ccccc1,-4%,4%,-8%,0%,-24%,28%,?,3%
O=C(CNC(=O)c1cccs1)NCC(=O)OCc1ccc(Cl)cc1Cl,3%,-2%,-7%,4%,-3%,1%,0%,-19%
CC(C)[C@H](NC(=O)NCc1ccc(Cl)cc1)C(=O)O,8%,-6%,-14%,2%,1%,5%,-3%,-8%
COc1cccc([C@H]2Oc3ccc(OC)cc3/C(=N\OCC[C@@H]3C=C[C@H](OC(C)=O)[C@H](COC(C)=O)O3)[C@@H]2O)c1,nt,-6%[11.6 µM],i[11.5 µM],nt,1%[11.2 µM],nt,0%[11.5 µM],0%[11.2 µM]
CCC(=O)Nc1cc(C(F)(F)F)ccc1N1CCOCC1,-4%,-3%,i,1%,0%,6%,-3%,4%
CC(Nc1ccccc1)c1cc(Cl)ccc1O (centres undefined),6%,-4%,i,0%,-3%,-3%,-1%,-4%
Cc1cc(N(C)C)c(C#N)c(NCc2ccccc2)n1,6%,?,i,7%,3%,2%,-7%,1%
CCOC(=O)N1CCN(CC(=O)Nc2cccc(Br)c2)CC1,-3%,-5%,-6%,7%,-2%,nt,-7%,8%
O=C(Nc1ccc(Br)cn1)C1CCN(S(=O)(=O)c2cccs2)CC1,0%,-10%,-8%,-16%,-1%,1%,-9%,5%
COc1ccc(-c2noc(CSc3nc(N)c(-c4ccccc4)c(=O)[nH]3)n2)cc1,5%,7%,-1%,-1%,-1%,1%,-16%,-1%
COc1cccc(NC(=O)Cc2cn(C)c3ccccc23)c1,0%,-1%,0%,2%,1%,nt,-9%,-6%
Nc1ccc(-c2nc3c(Cl)c(N)ccc3[nH]2)cc1,?,2%,-13%,7%,-7%,-1%,?,2%
COc1cccc(C(=O)Nc2ccc3nc(N4CCC(C)CC4)cc(C)c3c2)c1,nt,6%,nt,nt,-2%,nt,?,2%
O=C(NC1CCCC1)C1CCN(S(=O)(=O)N2CCCCC2)CC1,0%,-3%,-2%,nt,0%,-1%,-13%,-2%
Cn1c(SCC(=O)NC2CCCCC2)nnc1-c1cccc(N)c1,4%,5%,5%,-3%,1%,-13%,3%,-29%
Cc1cc(F)ccc1S(=O)(=O)Nc1ccccc1C(=O)NCc1ccccn1,?,-6%,-7%,-1%,1%,-5%,-10%,-3%
Cc1cccc(CC(=O)Nc2cccc(-c3nc4cccnc4s3)c2)c1,nt,-5%,nt,nt,0%,nt,3%,-3%
CN1CCN(c2ccc([N+](=O)[O-])cc2C(=O)c2ccccc2)CC1,4%,4%,0%,-3%,5%,-4%,-2%,-2%
O=C(c1ccccc1Cl)N(Cc1ccco1)c1ccccn1,nt,2%,nt,nt,-33%,nt,5%,2%
Cc1c(Br)cc(C(=O)N2CCCCCC2)c(C)c1C,1%,-7%,-1%,8%,-2%,nt,-13%,-16%
O=C(CSc1nc2c([nH]c3ccccc32)c(=O)n1-c1cccc(Cl)c1)N1CCc2ccccc21,nt,-11%,nt,nt,6%,nt,-5%,4%
CCN1CCc2c(C#N)c(N3CCOCC3)nc(NCc3ccccc3)c2C1,?,1%,i,8%,4%,nt,-5%,6%
O=C(Nc1nnc(S(=O)(=O)N2CCc3ccccc32)s1)c1cccc(Cl)c1,nt,-1%,nt,nt,?,nt,?,0%
Cc1ccccc1NC(=O)CSc1nc(-c2ccccc2)cn1-c1ccccc1F,nt,-11%,nt,nt,3%,nt,-12%,0%
O=C1C2CC=C(Cl)CC2C(=O)N1CCC[n+]1cccc2ccccc21 (centres undefined),?,-10%,0%,0%,-2%,12%,-9%,-5%
O=C(Nc1nnc(-c2ccco2)o1)c1cccc(N2C(=O)CCC2=O)c1,2%,2%,-1%,-1%,-2%,12%,-9%,1%
[O-][N+]12CCCCC1CCCC2CO (centres undefined),18%,-5%,-2%,16%,-3%,-1%,-10%,2%
O=[N+]([O-])c1cc(S(=O)(=O)N2CCCC2)ccc1N/N=C/c1ccncc1,-2%,8%,0%,-17%,-3%,-14%,-8%,-8%
Cc1ccc(S(=O)(=O)N(c2cccc(C)c2)C2CCS(=O)(=O)C2)cc1 (centres undefined),3%,8%,i,5%,2%,nt,1%,5%
CCC(NC(=O)Nc1cc(OC)ccc1OC)c1c(-n2cccc2)sc2c1CCN(CC)C2 (centres undefined),nt,12%,nt,nt,-15%,nt,?,-1%
C[C@@H]1/C=C\CC(=O)OC[C@H]2O[C@@H](C=C[C@@H]2O)[C@H](C)/C=C\CC(=O)OC[C@H]2O[C@H]1C=C[C@@H]2O,nt,-9%[11.6 µM],15%[11.5 µM],nt,-1%[11.2 µM],nt,-7%[11.5 µM],3%[11.2 µM]
O=C1CCCC2=C1C(c1ccc(O)c(O)c1)Nc1ccc3ncccc3c12 (centres undefined),25µM*,-11%,?,-34%,-8%,?,?,0%
